# mcGAS RapidFire: inhibitors of mouse cGAS. Q8C6L5. recombinant mouse cGAS, cGAMP by RapidFire MS. inhibition, % at 12.5 µM. 130,000 compounds, 0.18% hits. AID 1259397;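 active = inhibition of cGAS enzyme activity at or above 60%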;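 also: enzyme stimulated by 45 bp dsDNA with ATP and GTP substrates; cGAMP share of summed cGAMP plus half ATP and half GTP signals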
# Target sequence (Q8C6L5 whole entry, looked up): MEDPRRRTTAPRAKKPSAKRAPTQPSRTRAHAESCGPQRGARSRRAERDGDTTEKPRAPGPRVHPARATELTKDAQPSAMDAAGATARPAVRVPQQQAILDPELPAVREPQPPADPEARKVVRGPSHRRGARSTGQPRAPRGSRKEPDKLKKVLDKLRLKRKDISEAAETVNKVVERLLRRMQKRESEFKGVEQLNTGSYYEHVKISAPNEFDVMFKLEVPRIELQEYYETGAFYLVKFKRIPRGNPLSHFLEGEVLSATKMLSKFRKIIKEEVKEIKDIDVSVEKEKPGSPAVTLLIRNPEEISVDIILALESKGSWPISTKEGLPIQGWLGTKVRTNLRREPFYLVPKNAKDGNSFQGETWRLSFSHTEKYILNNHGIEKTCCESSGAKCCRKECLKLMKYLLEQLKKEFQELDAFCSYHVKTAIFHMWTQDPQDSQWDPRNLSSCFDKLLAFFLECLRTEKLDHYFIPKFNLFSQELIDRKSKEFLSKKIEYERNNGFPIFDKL
# * marks the source's active call; other numbers are inactive results; & = joins results of further samples.
no.	compound	mcGAS RapidFire
1	OCCN1CCN(Cc2nnc(Cc3ccccc3)o2)CC1	-12
2	CCOC(=O)C1(C)CCCCN1C(=O)c1ccc(OC)c(OC)c1 (stereo unspecified)	-5
3	O=C(NCc1cccnc1N1CCOCC1)c1cn(CC2CCCNC2)nn1 (stereo unspecified)	-19
4	CCN(CC)C1CCN(c2ccc(-c3ccccc3OC)nn2)C1 (stereo unspecified)	-14
5	Cc1ccc(S(=O)(=O)NC(=O)Cn2nnc(-c3ccccc3)c2COc2ccc3ccccc3c2)cc1	7
6	COc1ccc(N2C(=O)CN(Cc3ccco3)C3CS(=O)(=O)CC32)cc1Cl (stereo unspecified)	-4
7	OCCNc1ncnc2ccc(-c3cccc4[nH]ccc34)cc12	-21
8	O=C(COc1ccc(-c2nccn2C2CCCC2)cc1)N1CCOCC1	-20
9	Cc1cc(C)nc(-n2ncc3c2CC(c2ccccc2)CC3=O)n1 (stereo unspecified)	-3
10	COCCn1c(C)cn2c3c(=O)n(CC(=O)c4ccc(F)cc4)c(=O)n(C)c3nc12	-4
11	COC(=O)CN1CC2(CCN(C(=O)C(n3cccc3)C(C)(C)C)CC2)OC1=O (stereo unspecified)	2
12	CONC(=O)CCc1cc(C(C)(C)C)c(O)c(C(C)(C)C)c1	-15
13	O=C(Nc1ccc(-c2nc3ccccc3o2)cc1)c1ccco1	-9
14	OCC1OC(Nc2ccccn2)C(O)C(O)C1O (stereo unspecified)	-20
15	CCNC(=O)[C@@H]1C[C@H](N)CN1C(=O)C1CCN(C(=O)CC(C)C)CC1	-2
16	O=C(c1ccc[nH]c1=O)N1CCCC1c1cccc(Br)c1 (stereo unspecified)	-7
17	CNS(=O)(=O)c1ccc(C(=O)OC(C)c2nc(C(C)(C)C)no2)cc1 (stereo unspecified)	-4
18	CC(c1ccc(S(N)(=O)=O)cc1)N(C)C(=O)c1cc2c(s1)CCCCC2 (stereo unspecified)	-18
19	Cn1nnc2c(=O)n(Cc3cccc(F)c3)cnc21	-6
20	Clc1ccc(C2=Nn3c(nnc3-c3ccccc3Br)SC2)s1	-13
21	Cc1cccn2c(=O)nc(SCC(=O)NC3CCCCC3)nc12	-2
22	Cc1[nH]nc(-c2ccc3c(c2)OCO3)c1NC(=O)CC(C)(C)C	-7
23	Cc1ccccc1/C=C1/C(=N)N2N=C(Cc3ccccc3)SC2=NC1=O	9
24	O=c1c2ccccc2nc(CN2CCOCC2)n1Cc1nc(-c2ccc3ccccc3c2)cs1	-3
25	COc1cc(C)nc(NCC(C)(C)N2CCS(=O)CC2)n1	-4
26	O=C(Nc1ccccc1)C1CCCN(C(=O)COc2ccccc2F)C1 (stereo unspecified)	10
27	CS(=O)c1ccccc1NC(=O)CC1=CCCCC1 (stereo unspecified)	-2
28	COCCC1(C(=O)N2CCOCC2)CCN(C(=O)OC(C)(C)C)C1 (stereo unspecified)	-12
29	CC(C(=O)Nc1ccccn1)N1CCc2onc(-c3ccccc3F)c2C1 (stereo unspecified)	-6
30	C[C@H](c1ccccc1)N(CC(N)=O)Cc1ccc(OCC(F)(F)F)cc1	1

# Gathered by group, the entries above with bromine
no.	compound	mcGAS RapidFire
16	O=C(c1ccc[nH]c1=O)N1CCCC1c1cccc(Br)c1 (stereo unspecified)	-7
20	Clc1ccc(C2=Nn3c(nnc3-c3ccccc3Br)SC2)s1	-13

# 4 of these compounds, set out differently:
[25] COc1cc(C)nc(NCC(C)(C)N2CCS(=O)CC2)n1
  mcGAS RapidFire: -4

[26] O=C(Nc1ccccc1)C1CCCN(C(=O)COc2ccccc2F)C1 (stereo unspecified)
  mcGAS RapidFire: 10

[27] CS(=O)c1ccccc1NC(=O)CC1=CCCCC1 (stereo unspecified)
  mcGAS RapidFire: -2

[28] COCCC1(C(=O)N2CCOCC2)CCN(C(=O)OC(C)(C)C)C1 (stereo unspecified)
  mcGAS RapidFire: -12

# Other results.
no.	compound	mcGAS RapidFire
31	Cc1cc(OC(=O)CNC(=O)OC(C)(C)C)c2c(-c3ccccc3)cc(=O)oc2c1	-9
32	CC(C)(C)c1cc(Cn2cnnc2)[nH]n1	-18
33	COc1cc(CNC(=O)CC2CC3CCC2C3)ccc1OCc1ccncc1 (stereo unspecified)	-6
34	OCC1(Cc2ccccc2)CCN(Cc2ccc(Oc3ncccn3)cc2)CC1	-8
35	CN=C1NN=C(c2cc(C)n(-c3c(C)n(C)n(-c4ccccc4)c3=O)c2C)CS1	-1
36	Fc1c(F)c(F)c(Cn2nnc(-c3ccccc3)n2)c(F)c1F	-3
37	O=C(c1cn[nH]c1-c1ccc(F)cc1)N1CCN(S(=O)(=O)c2ccccc2)CC1	-8
38	Cn1cnnc1Sc1ccc(Cl)cc1NC(=O)C1CCC1	-11
39	CC(C)c1csc(C(=O)Nc2ccccc2C(=O)N(C)C)n1	-8
40	CC(C)OC(=O)C(N)Cc1ccccc1 (stereo unspecified)	-22
41	Cc1c(C(=O)Nc2cccnc2)oc2ccc(Cl)cc12	-2
42	Cn1ccnc1C(OC(=O)CCC1CCCO1)C(F)(F)F (stereo unspecified)	-4
43	Cn1c(=O)ccn(CC(=O)N2CCCC2c2noc(C3CC3)n2)c1=O (stereo unspecified)	-2
44	CCN(C(=O)Nc1nnc(C)s1)C(C)c1cc2ccccc2o1 (stereo unspecified)	0
45	COc1cccc2c1CCCCN2CC(=O)N1CCCC(C(F)(F)F)C1 (stereo unspecified)	-2
46	N#CCSc1ncnc2c1cnn2-c1ccccc1	1
47	CN(C)S(=O)(=O)N1CCC(CO)(Cc2ccccc2Cl)CC1	0
48	CN(Cc1cn[nH]c1-c1cccc(F)c1)C1CCCN(C2Cc3ccccc3C2)C1 (stereo unspecified)	-2
49	Cc1nc(Cc2nnc(SCc3cc(=O)n4c(C)csc4n3)o2)cs1	7
50	Cc1cccc(Cn2cc(C(=O)Nc3ccc(F)c(F)c3F)ccc2=O)c1	-7
51	CCCCc1ccc(C2=N/C(=C\C(C)=C\c3ccccc3)C(=O)O2)cc1	-7
52	CC(=O)NCC1CCCN(c2nc(C(C)(C)C)nc3c2cnn3C)C1 (stereo unspecified)	-10
53	CN=c1scc(-c2ccccc2)n1N=Cc1ccc2c(c1)OCCO2	-5
54	CCOc1cc(C2c3nc[nH]c3CCN2Cc2ccco2)ccc1OC (stereo unspecified)	-22
55	CN(Cc1ccc(F)cc1F)C(=O)NCc1ccccc1	-13
56	CCCCn1c(=O)[nH]c(=O)c2c(C(C)C)c(C#N)c(N)nc21	-6
57	COc1cc(C)c(NC(=O)c2ccc(=O)[nH]c2)cc1OC	-1
58	Cc1occc1C(=O)NNC1=NCCC1	-6
59	OC1CSc2n(Cc3ccccc3)c3ccccc3[n+]2C1 (stereo unspecified)	-39
60	CCCc1cnc(C)nc1NCC(=O)NC(C)(C)C	-8
61	COCC1(C(=O)N2C[C@H](OC(C)C)[C@@H](O)C2)CCC1	-11&-9
62	O=C1NCC2(CCCN(C(=O)c3cc(=O)n(-c4ccccc4)[nH]3)CC2)O1 (stereo unspecified)	16
63	CN(Cc1ccccc1O)C(=O)c1cc(Cl)c(Cl)n1C	-10
64	CCOC(=O)c1c(NS(=O)(=O)c2ccc(NC(C)=O)cc2)sc(C)c1-c1ccc(OC)cc1	-6
65	COc1ccc(CN2CCN(Cc3cccn3-c3ncccn3)CC2CCO)c(F)c1 (stereo unspecified)	-3
66	COCCCN(C(=O)Nc1c(C)cccc1Cl)C1CCN(C)CC1	-6
67	CCC(CC)NC(=O)COc1ccc2c3c(c(=O)oc2c1)CCC3	-6
68	CCOc1ccccc1CN1CCCC(C(=O)Nc2cccc(-n3cccn3)c2)C1 (stereo unspecified)	0
69	CCCN(CCC)C(=O)c1cc(S(=O)(=O)NCC)ccc1F	1
70	N[n+]1cnn(CC(=O)c2ccc(Br)cc2Br)c1	83*
71	O=c1c(O)c(-c2ccc(O)c(O)c2)oc2c(O[C@@H]3O[C@H](CO)[C@H](O)[C@@H](O)[C@H]3O)c(O)cc(O)c12	1
72	CCCCCCCCCn1c(NCCC)nc2c1c(=O)[nH]c(=O)n2C	-4
73	CC(C(=O)Nc1ccc(F)cc1)n1cnc2c1c(=O)n(C)c(=O)n2C (stereo unspecified)	-8
74	CN(CC1Cc2ccccc2O1)C(=O)CCc1nnc(Cc2ccc3c(c2)OCO3)o1 (stereo unspecified)	7
75	Cc1cc(C(=O)N(Cc2ccco2)c2nc3c(F)cc(F)cc3s2)nn1C	-4
76	C=CC[C@@H]1/C=C(\C)C[C@H](C)C[C@H](OC)[C@H]2O[C@@](O)(C(=O)C(=O)N3CCCC[C@H]3C(=O)O[C@H](/C(C)=C/[C@@H]3CC[C@@H](O)[C@H](OC)C3)[C@H](C)[C@@H](O)CC1=O)[C@H](C)C[C@@H]2OC	1
77	COc1ccc(OC)c(NC(=O)Nc2ccc(Nc3cc(-n4ccnc4)ncn3)cc2)c1	-2
78	O=C(COc1cccc2cccnc12)NC1CCSc2ccccc21 (stereo unspecified)	-5
79	CC(N(C)c1ccc2nnc(C(F)(F)F)n2n1)C1(C)CC1 (stereo unspecified)	1
80	CN(CC(=O)Nc1ccc(N2CCCC2=O)cc1)C1CCCCC1	-6
81	CN(C)C(=O)Cc1ccccc1NC(=O)N(CCCO)CC(C)(C)C	-8
82	OC1CCC(NC(=S)Nc2ccc(SC(F)F)cc2)CC1 (stereo unspecified)	-3
83	COc1cccc(NC(=O)CSc2nnc(C3COc4ccccc4O3)n2C)c1 (stereo unspecified)	8
84	CN(Cc1nc2ccc(F)cc2[nH]1)CC1CCNCC1	-19
85	Cn1c(=O)[nH]c(=O)c2c1nc(N1CCN(Cc3ccccc3)CC1)n2Cc1ccc(Cl)cc1Cl	-7
86	COc1ccc(Cl)cc1C1=N/C(=C/c2cccs2)C(=O)O1	1
87	CCCc1nc(CN2CCN(c3cccc(C)c3)CC2)cs1	-7
88	Cn1nc(C(=O)N2CCCC(C(=O)c3ccc(-c4ccccc4)cc3)C2)c2ccccc2c1=O (stereo unspecified)	-7
89	COc1ccc(-c2nc3cc(N)c(C#N)c(=O)n3[nH]2)cc1	-6
90	Cc1ccccc1N=C(N)Nc1ccccc1C	-16

# Additional results follow:
no.	compound	mcGAS RapidFire
91	O=C(c1ccc(Oc2ccccc2)o1)N1CCCn2cncc2C1	-10
92	CCNC(=O)C1CCN(c2cc(C(C)C)nc(C)n2)C1 (stereo unspecified)	-39
93	CCCCNC(=O)CSc1nc2ccccc2c(=O)n1CCCN(CC)CC	5
94	CN(C)C(CNC(=O)c1ccc(C#N)cc1)c1cccs1 (stereo unspecified)	-5
95	COc1cccc(NC(=O)CCC2CCN(C(=O)CCN3CCOCC3)CC2)c1	-10&-3
96	CC1(C(=O)NS(=O)(=O)Cc2ccccc2C(F)(F)F)CCN1C(=O)CCc1ccccc1 (stereo unspecified)	-18
97	Cc1cccc(-n2[nH]c(=S)sc2=S)c1	0
98	Nc1cc(Cl)ccc1Sc1ccc(F)cc1	16
99	CN(CC(F)F)C1CCN(C(=O)c2cccc(S(=O)(=O)N3CCCC3)c2)CC1	-1
100	COc1cc(OC)c(OC)cc1C=C1N=C(c2ccc(C(F)(F)F)cc2)OC1=O	-13
101	CN(Cc1cnc2nc(N)nc(N)c2n1)c1ccc(C(=O)N[C@@H](CCC(=O)O)C(=O)O)cc1	24
102	CN(C(=O)c1nc2ccccc2c(=O)[nH]1)C1Cc2ccccc2C1	-6
103	CC(=O)N[C@@H](Cc1cnc[nH]1)C(=O)N1C[C@@H]2C3CCC(CC3)[C@@H]2C1	-18
104	S=c1nc(NC2CC2)c2ccccc2[nH]1	-8
105	CC(C)(O)C#Cc1ccc(CN2CCc3[nH]cnc3C2c2ccsc2)s1 (stereo unspecified)	-13
106	O=C1SC(=C2SC(=O)N(c3ccccc3)C2=S)C(=S)N1c1ccccc1	-14
107	COc1ccc2c(C)c(C(=O)NCCn3c(C)cc(C)nc3=O)oc2c1	-25
108	CCc1c(C(=O)N2[C@H]3CCNC[C@@H]2CC3)csc1C	-22
109	Cc1ccc(C(=O)n2sc(=O)c3ccccc32)cc1	-3
110	C=CCNC(=O)CC12CC3CC(CC(Br)(C3)C1)C2	-2
111	Cn1c(=O)oc2ccc(NCc3cc(C#N)ccc3F)cc21	-3
112	N#Cc1ccc(Oc2cccc(C(=O)N3CCN(CCC(=O)NC4CC4)CC3)c2)cc1	-8
113	CN(C)C(=O)Sc1ccc(NS(=O)(=O)c2cnn(C)c2)cc1	-9
114	Cc1cnc(N(C)CCCc2nccn2C)nc1N(C)C	-16
115	CCC(C)(C)c1ccc(Oc2ccc(NS(=O)(=O)C3CCN(C(C)=O)CC3)cc2)cc1	-20
116	O=[N+]([O-])c1cc2c3c(c1)C1C=CCC1CN3CC1CC=CC21 (stereo unspecified)	-1
117	CS(=O)(=O)CCn1nc(-c2ccc(Cl)s2)oc1=S	-21
118	CC(NC(=O)C(Cc1ccc(OC(C)(C)C)cc1)NC(=O)OC(C)(C)C)C(=O)O (stereo unspecified)	-11
119	CCOC(=O)c1c(NC(=O)c2ccccc2)sc(C(=O)Nc2ccccc2OC)c1C	-1
120	COCc1nc(NCc2cnc3c(C)cccn23)c2cnn(C)c2n1	-18
121	Cc1ccc(CSc2nc(CC(=O)NCc3nnc(C)o3)cs2)cc1	-2
122	Cc1cc(C(=O)N[C@@H]2C[C@H]3C(=O)NCC(=O)N3C2)c2ccc(C)c(C)c2n1	-12
123	C=C(C)Cn1c(=O)c2c(nc3n2CCCN3c2ccc(OCC)cc2)n(C)c1=O	-19
124	O=C(c1ccccc1-c1nn[nH]n1)N1CCCC(Nc2ccc(F)cc2)C1 (stereo unspecified)	16
125	NC(=O)c1nc(-c2cc(Br)ccc2O)nc2c1[nH]c(=O)n2-c1ccccc1F	-6
126	CN(CC(=O)Nc1sc2c(c1C#N)CCC2)Cc1ccsc1	5
127	CNC(=O)Cn1cnc2c1c(=O)[nH]c(=O)n2C	-5
128	CN(CCC1CCCCO1)C(=O)c1ccc(CSc2ncn[nH]2)o1 (stereo unspecified)	-8
129	CSc1nnc(SCCn2c([N+](=O)[O-])cnc2C)s1	-15

# The list is partial; count on the stated rates, not on these rows.
